# Screening results from PubChem.
# Nrf2 activator: qHTS of Nrf2 Activators; AREc32 ARE-luciferase reporter (MCF7-derived line), luminescence, 24 h; 410,000 tested, 0.31% active; Potency, µM (doses to about 46.1 µM), without a hit: top-dose activation, most hits filed as activators; further: potency means the concentration at half of the fitted maximal effect; % of control where 0% means no effect; nearly all actives have a fitted effect of over 65% in size
#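 Cells of the AREc32 ARE-luciferase line are plated in OPTI-MEM containing 5% FBS and left overnight at 37 deg C. Compounds are pinned in, incubation continues 24 hr, and firefly luciferase signal is then measured.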
# Nrf2 block: Nrf2 qHTS screen for inhibitors; A549 ARE-Fluc reporter, luciferase luminescence, 18-24 h; 360,000 tested, 2.1% active; AID 504444, 2011; Potency, µM (titrated, usually from 46 µM), without a hit: at the top dose activity change, negative = inhibition, actives largely listed as inhibitors; further: potency means the concentration at half of the fitted maximal effect; on the % scale 0 is the no-effect control and ±100 the full control effect; nearly all actives have a fitted effect of over 60% in size
#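 Nrf2 function is reported as luminescence of an ARE-controlled luciferase in A549 cells. Compounds were tested at several concentrations, and a CellTiter-Fluor read on the same wells flagged cytotoxicity.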
# TGFb inhibitor: qHTS for Inhibitors of TGF-b | HepG2 CAGA-GFP TGF-b/SMAD3 reporter, GFP fluorescence, 18 h; TGF-beta stimulated, 500 pg/mL final | Potency, µM (doses to about 46.1 µM), for inactives: at the top dose activity, negative = inhibition, usual class: inhibitors | 410,000 tested, 1.2% active; further: potency means the concentration at half of the fitted maximal effect; on the % scale 0 is the no-effect control and ±100 the full control effect; nearly all actives have a fitted effect of over 65% in size
#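 GFP signal (ex488/em500-530) from TGF-beta-stimulated HEPG2 CAGA-GFP cells, 500 pg/mL final, 18 h at 37 degrees C in DMEM plus 1% FBS, normalized to unstimulated and DMSO-stimulated controls.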
# HepG2 viability: qHTS for Inhibitors of TGF-b: Cytotox Counterscreen; 410,000 tested, 0.76% active; Potency, µM (highest dose often 46.1 µM), inactives show at the highest dose activity change, negative = cytotoxicity, hits mostly cytotoxic; HepG2 CAGA-GFP viability, ATP luminescence, 18 h; further: potency means the concentration at half of the fitted maximal effect; some results filed as inactive show a strong effect at the top dose
#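 HepG2 CAGA-GFP cells (1000/well, DMEM with 1% FBS) received compound, then TGF-beta at 500 pg/mL final, and were incubated 18 hours at 37 degrees C. Viability was read by CellTiter-Glo luminescence. Media-only wells were set as complete cell-killing and DMSO as no toxicity.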
# Abeta rescue: qHTS for compounds that reverse cellular toxicity of Amyloid beta (A-beta) peptide in yeast: Primary Screen | yeast expressing A-beta42, growth rescue, OD600, 48 h; response scale: 0% DMSO, 100% iron-clioquinol control | Potency, µM (doses to about 46.1 µM), inactives show at the top dose growth rescue, hits mostly activators | 410,000 tested, 0.063% active | AID 1347071, 2019; further: potency means the concentration at half of the fitted maximal effect; nearly all actives have a fitted effect of over 55% in size
#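 Growth rescue measured by 600 nm absorbance after 48 h yeast culture at 30 C with compound. Values normalized between DMSO and an equimolar ferric chloride plus clioquinol control.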
# MmCpn inh: Inhibitors of TCP-1 ring complex (TRiC) of Methanococcus maripaludis (MmCpn): qHTS; Chaperonin Mm-Cpn (Methanococcus maripaludis); purified Mm-Cpn ATPase, ADP Transcreener TR-FRET; Potency, µM (top dose mostly 76.9 µM), without a hit: at the top dose activity, negative = inhibition, actives largely listed as inhibitors; 330,000 tested, 0.031% active; further: potency means the concentration at half of the fitted maximal effect; on the % scale 0 is the no-effect control and ±100 the full control effect; nearly all actives have a fitted effect of over 80% in size
#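 TR-FRET (320 nm excitation; 590 and 665 nm emission) reports ADP made from 10 uM ATP by 25 nM enzyme; compounds were preincubated 10 min, reaction run 30 min, both at 37°C.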
# Akt phos inh: HTS Assay for Inhibitors of Akt Phophorylation: Primary Screen | Neuro2A IGF-stimulated pAkt S473 HTRF, 20 min; active compounds read low | activity change, % for hits at 50 µM | 360,000 tested, 0.32% active; in the data active means activity change below about -80%; inconclusive means mostly about -51% to -80%; further: on the % scale 0 is the no-effect control and ±100 the full control effect
#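 Neuro2A cells in DMEM with 0.5% FBS, overnight at 37 deg C, given compound at single 50 µM final, then IGF (6 nM final) for 20 min at 37 deg C. Lysed; phospho-Akt Ser473 by HTRF after 24 h, 665/615 ratio.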
# A549 viability: Nrf2 qHTS screen for inhibitors: counterscreen for cytotoxicity; AID 504648, 2011; Potency, µM (series often up to 46 µM), for inactives: at the highest dose activity change, negative = cytotoxicity, actives largely listed as inhibitors; A549 ARE-Fluc cells, CellTiter-Fluor viability, 18-24 h; 390,000 tested, 0.16% active; further: potency means the concentration at half of the fitted maximal effect; on the % scale 0 is the no-effect control and ±100 the full control effect
#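 Cytotoxicity counterscreen: CellTiter-Fluor fluorescence was measured in A549 ARE_Fluc cells after 18-24 h of compound exposure in a concentration series. The subsequent BugLite luminescent read reports ARE-luciferase activity.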
# CCT chaperon mod: High-Throughput Screening for Modulators of Cytosolic Chaperonin Activity; 360,000 tested, 0.3% active; activity change, % (no concentration beside the values), hits read low; purified chaperonin ATPase assay, HTRF ADP detection, 30 min; in the data active means activity change below about -30%; further: on the % scale 0 is the no-effect control and ±100 the full control effect
#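 Enzyme 40 or 20 nM (batch-dependent) in Tris pH 7.4/KCl/MgCl2/DTT; cpd 76 uM single point; ATP 10 uM; 30 min 37 °C; Transcreener ADP HTRF detection, 30 min RT; ratio 665/615.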
# * = called active by the depositor; i = inactive; ? = inconclusive; / = not tested or not shown; [ ] = another dose, or the depositor's remark. Unless noted, the call rests on the fitted dose curve; in most records, active means well fitted curve in the direction sought with a large enough effect; inconclusive means small, poorly fitted or top-dose-only effect, or another doubt; inactive means no such curve, though single readings can be large; an effect the other way counts as inactive or inconclusive.
SMILES,Nrf2 activator,Nrf2 block,TGFb inhibitor,HepG2 viability,Abeta rescue,MmCpn inh,Akt phos inh,A549 viability,CCT chaperon mod
Cc1cc(Sc2nccn2C)ncc1[N+](=O)[O-],3.8%,-16.4%,-19.6%,7.2%,-2.8%,1.3%,i,0.1%,1.2
O=C(Nc1ccccc1)c1cccc(S(=O)(=O)N2CCCCC2)c1,0.3%,4.2%,-13.3%,2.7%,-11.4%,1.2%,/,-4.9%,1.8
O=[N+]([O-])c1cccnc1Oc1ccc(C2SCCS2)cc1,11.9%,6.4%,-1.3%,-27.8%,24.6%,-0.7%,i,-7.6%,-1.1
CCCC(=O)N1CCOCC1c1cc(C(=O)NCc2ccccc2)no1 (centres undefined),-1.1%,/,4.9%,-16.2%,-12.2%,/,i,/,2.2
CSC(=NCc1cccnc1)NS(=O)(=O)c1cccs1,0.2%,7.0%,17.2%,-4.3%,-13.8%,-1.2%,i,-1.0%,-1.3
COc1ccc(OCc2nnc(SCC(=O)Nc3ccccc3Cl)o2)cc1,0.1%,1.7%,1.2%,-8.0%,-14.0%,-0.6%,i,2.0%,-0.2
COc1cc(C(=S)N2CCOCC2)cc(OC)c1OC(=O)c1cc([N+](=O)[O-])c(C)c([N+](=O)[O-])c1,3.3%,-10.8%,-0.4%,-0.9%,2.7%,-1.6%,i,-4.7%,-1.2
COc1cc(CNCCCN2CCOCC2)cc(Br)c1OCC(=O)N1CCCCC1,-1.0%,/,15.7%,-19.0%,-2.0%,0.8%,i,?,-1.0
CN(CCNC(=O)c1ccc(N2CCCC2=O)cc1)CCc1ccccc1,0.3%,3.9%,6.0%,3.7%,8.4%,-0.4%,/,-0.2%,0.9
CC(C)(C)NC(=O)CN1CCN(C(=O)CCl)CC1,?,6.0%,?,-12.2%,-1.1%,3.7%,i,-3.2%,2.2
CCOC(=O)C1(C)CCCN1C(=O)c1ccc(Cl)nc1 (centres undefined),-0.8%,/,-1.3%,-6.0%,-8.8%,/,i,/,1.6
COc1ccc(/C=C/C(=O)OCC(=O)Nc2nnc(-c3ccccc3)o2)c(OC)c1,-0.9%,/,-4.2%,-5.5%,1.3%,/,i,/,0.2
O=C1CC(Sc2ncn[nH]2)C(=O)N1c1ccccc1 (centres undefined),0.5%,4.3%,-22.3%,7.1%,-15.3%,-1.4%,i,2.0%,-0.6
NNC(=O)c1sc2cc(C(F)(F)F)cnc2c1-c1ccccn1,0.5%,4.0%,8.9%,-0.3%,-7.7%,-1.9%,i,0.3%,-4.0
CC(=O)Nc1c(NC(C)(C)C)c2ccccc2oc1=O,-0.9%,1.6%,-0.9%,-0.2%,3.5%,0.4%,i,-3.4%,2.9
C[N+](C)(C)CCNC(=O)c1c(O)c2c([nH]c1=O)CCCC2,-0.1%,-19.5%,2.2%,-2.9%,6.3%,-1.2%,i,-8.0%,-1.6
CC(=O)N(CCc1ccccc1)Cc1cc2ccc(C)c(C)c2[nH]c1=O,2.4%,5.1%,-23.0%,17.7%,8.8%,-0.2%,i,3.1%,-1.0
C/C(CS(=O)(=O)c1ccc(Cl)c(Cl)c1)=N/NC(N)=S,3.2%,-14.6%,?,6.3%,-11.0%,3.8%,i,-8.2%,-1.4
Cc1ccc(C)c(-c2csc(N/N=C/c3ccco3)n2)c1,?,1.3%,-18.2%,4.4%,6.9%,-1.4%,i,1.0%,-2.7
Clc1ccc(Br)c(-c2nc3ccccc3[nH]2)c1,14.6%,/,5.7%,-35.5%,-12.4%,/,i,/,-3.9
CC1(C)Cc2ccccc2C(COc2ccccc2)=N1,0.1%,?,-6.5%,-12.8%,2.5%,-3.3%,i,4.7%,-0.5
CC(NS(=O)(=O)c1ccc(Br)cc1)C(=O)NC1CCCCCC1 (centres undefined),-0.4%,8.6%,-24.2%,-14.4%,-55.3%[inhibitor],-24.8%,i,-0.8%,-2.0
COc1ccccc1NC(=O)c1ccc2c(c1)C(=O)N(c1ccccc1OC)C2=O,-0.5%,0.4%,-2.0%,-18.0%,-0.9%,1.2%,i,-1.1%,-2.3
OC(c1ccccc1)(c1ccccc1)c1ncc[nH]1,-0.5%,-18.0%,11.1%,13.1%,6.1%,1.5%,i,0.0%,-1.1
O=C(O)c1ccc(-c2ccc(/C=c3/sc4nc5ccccc5n4c3=O)o2)cc1Cl,2.9%,0.6%,8.2%,-52.2%,-1.7%,0.0%,i,2.3%,-1.6
CCCCC/C=C/C1=CC(=O)C[C@H](c2ccc(OC)c(OC)c2)C1,?,?,?,-18.1%,7.4%,1.9%,i,-11.5%,-1.5
O=C(C[C@H]1C[C@H](C(=O)N2CCOCC2)[C@@]2(CCC3CCCC3)c3[nH]c4ccc(Cl)cc4c3CCN2C1=O)NCC12CC3CC(CC(C3)C1)C2,-0.5%,?,-6.4%,-0.7%,7.9%,0.5%,i,-15.8%,0.3
Cc1cc(C)c(C(=O)N(C)CC2CCCN(CCc3ccccc3F)C2)o1 (centres undefined),-0.1%,-7.2%,-21.4%,-19.8%,-0.7%,-0.4%,i,-14.3%,-0.3
O=S(=O)(Nc1cccc(-c2ccc(N3CCOCC3)nn2)c1)c1ccc(Cl)c(Cl)c1,-0.1%,?,?,-0.4%,2.3%,-6.9%,i,-1.7%,-1.1
CCCc1cc(C(=O)Nc2ccc(CC)cc2)no1,3.3%,?,-10.1%,-24.9%,-7.1%,0.9%,i,0.1%,-0.6
CCC(=O)Nc1ccc(OCc2nnc3c4ccccc4c(C)nn23)cc1,0.0%,-22.3%,0.0%,4.3%,-12.8%,-1.7%,i,-10.0%,-1.2
O=C(CCn1c(=O)oc2ccccc21)Nc1cccc([N+](=O)[O-])c1,?,?,?,-2.7%,16.2%,-10.8%,i,-8.6%,0.3
Nc1ccccc1-c1nnc(SCC(=O)Nc2ccccc2OC(F)F)[nH]c1=O,-0.1%,11.2%,7.5%,10.4%,-4.9%,-1.5%,i,-3.3%,-3.7
CCOc1ccc(NC(=O)NNC(=O)c2ccc3ccccc3c2O)cc1,0.2%,4.7%,6.2%,-0.9%,5.0%,-2.7%,i,-4.5%,-1.0
O=C(CSCc1ccccc1)NNc1c(F)c(F)cc(F)c1F,0.3%,12.1%,1.9%,-19.6%,11.0%,1.0%,i,-7.0%,-1.0
COC(=O)/C(C#N)=C/c1c(N2CCCCCC2)nc2c(C)cccn2c1=O,4.4%,?,-24.0%,-29.6%,?,-0.2%,i,?,-0.5
CC(=O)Nc1sc(C)c(C)c1C(=O)OCC(=O)NCc1ccc(Cl)cc1,-0.6%,7.6%,21.4%,14.5%,-13.9%,-0.5%,i,0.0%,-3.2
CCS(=O)(=O)N1CCC(C(=O)OCC(=O)c2ccc(Br)cc2)CC1,-0.6%,15.8%,2.8%,-3.2%,-19.1%,/,i,-0.3%,0.2
O=C(c1ccccc1)c1ccc(OCC(O)CN2CCN(Cc3ccccc3)CC2)cc1 (centres undefined),5.7%,?,-4.5%,-34.3%,14.4%,-1.9%,i,-25.2%,0.7
Cc1onc(-c2ccccc2Cl)c1C(=O)NCc1ccccc1,-0.5%,-7.9%,-5.4%,-12.4%,5.8%,2.2%,i,?,-1.4
O=C(OCC(=O)N1CCC(Cc2ccccc2)CC1)c1ccccc1O,4.8%,9.4%,0.0%,0.6%,-0.5%,-0.9%,i,3.0%,-1.0
CCOC(=O)N1CCN(C(=O)CSc2ccc3nnc(-c4ccccn4)n3n2)CC1,-0.1%,-20.2%,9.9%,3.0%,-0.8%,-1.2%,i,-1.4%,1.3
Cc1cc(C)cc(N(CC(=O)N2CCC(C)CC2)S(=O)(=O)c2ccccc2)c1,0.0%,-10.8%,6.6%,1.9%,4.2%,/,i,-13.0%,-1.8
CN(C)S(=O)(=O)c1ccc(C(=O)NNC(=O)C2COc3ccccc3O2)cc1 (centres undefined),-0.4%,-3.2%,-2.3%,-5.3%,-16.1%,2.4%,i,3.3%,-2.7
CCOC(=O)N1CCN(C(=O)Nc2ccc3oc(C)nc3c2)CC1,-1.1%,-3.1%,-0.7%,-9.3%,-6.9%,1.3%,i,-5.0%,-2.6
CCOc1ccc(-n2c(SCC(=O)NCc3ccco3)nc3ccccc3c2=O)cc1,2.3%,-12.9%,3.7%,-3.6%,-15.4%,-5.5%,i,0.2%,1.0
CCCCNC(=O)CSc1nc2ccc(N3CCOCC3)cc2c(=O)n1Cc1ccc(OC)cc1,2.7%,-0.9%,1.2%,1.3%,-16.1%,-0.3%,i,-12.6%,-4.8
Cc1cc(C)c(NC(=O)CS(=O)CC(=O)N2CCN(c3cccc(C)c3C)CC2)c(C)c1 (centres undefined),1.8%,?,5.5%,-4.2%,0.5%,0.8%,i,-18.4%,1.6
Cc1cccc2cc(C(c3nnnn3Cc3ccccc3)N3CCN(C)CC3)c(=O)[nH]c12 (centres undefined),-0.4%,14.3%,-0.2%,-15.0%,13.6%,1.2%,i,5.8%,-2.7
COC(=O)c1ccccc1NC(=O)c1cnc2c(-c3cccc(C)c3)c(C)nn2c1C,-0.5%,?,-16.8%,0.6%,-2.0%,/,/,5.7%,/
O=Nc1c(O)ccc2cc(S(=O)(=O)O)ccc12,5.0%,-15.5%,-5.2%,-24.0%,-5.4%,/,i,-17.1%,-9.6
